Screening results as filed in PubChem BioAssay.
GAA glycogen mod – inhibitors or activators of human alpha-glucosidase glycogen cleavage. Potency, µM (doses to about 76.4 µM), inactives show at the highest dose activity change, negative = inhibition, usual class: inhibitors. AID 2100. recombinant GAA, glycogen substrate, Amplex Red glucose oxidase fluorescence. actives 0.38% (n = 300,000);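 further: 0% = full enzyme reaction and -100% = no-enzyme basal signal; the screen sought inhibitors and activators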
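Natural-substrate format: glycogen cleavage by 4 nM human enzyme, glucose read by Amplex Red coupling (Ex 573, Em 610 nm). Normalized to enzyme and no-enzyme controls.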
GAA spleen mod – lysosomal alpha-glucosidase (human) modulation. P10253. human spleen homogenate, 4-MU-alpha-glucoside fluorescence. Potency, µM (doses to about 79.9 µM), without a hit: at the highest dose activity change, negative = inhibition, usual class: inhibitors. actives 0.006% (n = 240,000). AID 2112;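 further: 0% = enzyme with vehicle and -100% = no enzyme basal signal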
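Compounds were titrated against alpha-glucosidase in spleen homogenate at pH 5.0, with 1 mM 4-methylumbelliferyl substrate for 40 min at 37 C. Reactions were quenched with pH 10 NaOH/glycine and fluorescence measured.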
GAA inh – blocks human lysosomal alpha-glucosidase; AID 1466; Potency, µM (top dose mostly 76.9 µM), without a hit: at the highest dose activity change, negative = inhibition, actives largely listed as inhibitors; P10253; purified human GAA, 4-MU-alpha-glucoside fluorescence; actives 0.005% (n = 200,000);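 further: plate controls were uninhibited enzyme wells for no effect and no-enzyme background for full effect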
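Human alpha-glucosidase, 4 nM, pre-mixed with test compounds before 400 uM 4-methylumbelliferyl substrate; 20 min room temperature at pH 5.0. Fluorescence read after pH 10 stop; AC50 values from Hill-equation fits.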
TRb SRC2 PPI – disrupts binding of human TR beta to SRC2; P10828; Potency, µM (series often up to 106 µM), for inactives: at the highest dose activity change, negative = inhibition, most hits filed as inhibitors; TRbeta-SRC2 peptide binding, fluorescence polarization; receptor liganded with 1 µM T3; actives 0.065% (n = 280,000);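 further: plate controls were bound peptide for no effect and peptide without receptor for full effect; nearly all actives have a fitted effect of over 50% in size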
Target sequence (P10828 whole entry, looked up): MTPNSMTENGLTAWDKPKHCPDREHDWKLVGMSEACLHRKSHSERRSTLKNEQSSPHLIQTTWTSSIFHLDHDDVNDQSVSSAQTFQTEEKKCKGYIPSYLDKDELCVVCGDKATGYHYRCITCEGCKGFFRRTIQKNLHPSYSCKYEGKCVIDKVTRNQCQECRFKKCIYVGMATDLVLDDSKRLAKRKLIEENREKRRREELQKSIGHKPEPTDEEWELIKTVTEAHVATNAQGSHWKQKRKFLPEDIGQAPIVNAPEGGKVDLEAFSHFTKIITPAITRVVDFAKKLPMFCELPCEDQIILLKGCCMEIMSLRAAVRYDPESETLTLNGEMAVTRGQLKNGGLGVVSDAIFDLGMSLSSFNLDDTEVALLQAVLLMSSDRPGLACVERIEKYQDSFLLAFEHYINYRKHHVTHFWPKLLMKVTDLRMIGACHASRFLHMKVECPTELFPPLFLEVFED
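Assay buffer: 20 mM Tris-HCl, 100 mM NaCl, 10% glycerol, 1 mM EDTA, 0.01% NP-40, 1 mM DTT, 1 uM T3, 5% DMSO; TRb LBD 0.6 uM, Texas Red SRC2 20 nM; FP after 5 hr.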
TR SRC2 fluor cs – Texas Red fluorescence interference in TRb-SRC2 counter-screen | Potency, µM (doses to about 106 µM), for inactives: at the top dose fluorescence change, negative = quenching | AID 1479 | TRb/SRC2 Texas Red total fluorescence interference | actives 0.29% (n = 280,000); active means well fitted curve in either direction with a large enough effect; inconclusive means small, poorly fitted or top-dose-only effect
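Human TRb ligand-binding domain at 0.6 uM with 20 nM Texas Red SRC2 peptide in Tris buffer containing 1 uM T3 and 5% DMSO, incubated with compound 5 h at ambient temperature. Total fluorescence (555/632 nm) calculated as parallel + 2 × perpendicular.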
L3MBTL1 inh – inhibitors of human L3MBTL1 | actives 0.66% (n = 230,000) | Q9Y468 | Potency, µM (titrated, usually from 57.1 µM), for inactives: at the highest dose activity, negative = inhibition, hits mostly inhibitors | AlphaScreen L3MBTL1–H3K9me1 peptide binding; further: nearly all actives have a fitted effect of over 60% in size
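First, the protein-peptide complex forms for 30 min at room temperature (L3MBTL1 50 nM, biotinylated H3K9me1 peptide 75 nM). Next, compounds are pin-transferred and incubated 30 min. Finally, AlphaScreen beads are added and read after 30 min.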
RECQ1 helicase – inhibitors of human RECQ1 DNA helicase; P46063; RECQ1 DNA unwinding, red fluorescence kinetic read; Potency, µM (doses to about 57.3 µM), for the others: at the highest dose activity, negative = inhibition, usual class: inhibitors; actives 0.54% (n = 240,000); AID 2549;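 further: plate controls were vehicle for no effect and no enzyme for full effect; nearly all actives have a fitted effect of over 30% in size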
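50 nM RECQ1T1 preincubated 15 min with compound in Tris pH 8.0 buffer with MgCl2, DTT, Tween-20 and 2.5 ug/ml poly(dI-dC); started with 200 nM TAMRA/BHQ-2 forked duplex and 2 mM ATP. Unwinding read as fluorescence (525/598 nm), two reads 2 h apart.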
RGS12 GoLoco inh – RGS12 GoLoco-Gai1 interaction inhibition | Gai1:RGS12 GoLoco peptide FP, rhodamine, 10 min | Potency, µM (doses to about 61.6 µM), for the others: at the top dose activity, negative = inhibition, actives largely listed as inhibitors | actives 0.44% (n = 230,000) | AID 880; active means well fitted inhibition curve with a large enough effect, not every such curve was filed as active; inactive means no such curve, though single readings can be large or run the other way; further: nearly all actives have a fitted effect of over 30% in size; many of its hits are not listed in these tables
Target sequence (P63096 whole entry, looked up): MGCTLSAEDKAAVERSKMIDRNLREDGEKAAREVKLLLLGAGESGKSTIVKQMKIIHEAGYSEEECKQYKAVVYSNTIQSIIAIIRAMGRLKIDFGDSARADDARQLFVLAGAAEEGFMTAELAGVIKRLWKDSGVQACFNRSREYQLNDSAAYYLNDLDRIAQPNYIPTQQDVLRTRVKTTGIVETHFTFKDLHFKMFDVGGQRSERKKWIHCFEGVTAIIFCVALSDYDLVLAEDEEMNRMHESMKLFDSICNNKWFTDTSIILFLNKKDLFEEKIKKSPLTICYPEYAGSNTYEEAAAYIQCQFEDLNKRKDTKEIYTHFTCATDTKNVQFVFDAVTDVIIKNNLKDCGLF
* marks the source's active call; other numbers are inactive results; i = inactive; ? = inconclusive; . = no result given; [ ] = dose if it differs, or a comment. Unless noted, the call rests on the fitted dose curve; in most records, active means well fitted curve in the direction sought with a large enough effect; inconclusive means small, poorly fitted or top-dose-only effect, or another doubt; inactive means no such curve, though single readings can be large; an effect the other way counts as inactive or inconclusive. Unless noted, on the % scale 0 is the no-effect control and ±100 the full control effect; potency means the concentration at half of the fitted maximal effect. Not all compounds are listed (hit frequency here may not be typical).

SMILES	GAA glycogen mod	GAA spleen mod	GAA inh	TRb SRC2 PPI	TR SRC2 fluor cs	L3MBTL1 inh	RECQ1 helicase	RGS12 GoLoco inh
Cc1cccc(CSc2nc3c(cc2C#N)CCC3)c1	3%	4%	9%	3%	3%	28%	0%	11%
COc1ccc(CCN(C)C(=O)C2CCN(Cc3cccc(OC)c3OC)CC2)cc1OC	-3%	2%	-5%	-4%	-1%	11%	-8%	-9%
CCOC(=O)C1CCCN(C(=O)/C=C/c2cccc([N+](=O)[O-])c2)C1 (stereo not drawn)	3%	-1%	-10%	-14%	-2%	2%	-13%	2%
Cc1ccc(-c2nc3ccccc3[nH]2)cc1N	1%	-6%	-7%	3%	-7%	.	-17%	9%
COc1ccc(-c2csc(C)n2)cc1OC	16%	5%	5%	0%	-4%	.	i	0%
Cc1ccc(S(=O)(=O)NCc2cccnc2)s1	8%	-2%	-1%	-1%	-4%	7%	-16%	3%
CN(C)c1ccc(C2C3C(=O)NC(=O)C3ON2c2ccc(Cl)cc2)cc1 (stereo not drawn)	-3%	-6%	?	0%	-4%	?	-6%	-27%
CCCc1nc(-c2cc3ccccc3[nH]c2=O)no1	10%	2%	.	3%	-4%	8%	-7%	8%
COc1ccc(Cc2nnc(NC(=O)CSc3ccccc3)s2)cc1OC	-4%	-2%	-25%	1%[53 µM]	0%[53 µM]	0%	0%	-7%
COCCNC(=O)c1ccc(CS(=O)(=O)c2ccc(C)cc2)o1	11%	1%	-3%	-11%	1%	.	i	-12%
O=S(=O)(O)c1nc2ccccc2n1Cc1cccc2ccccc12	8%	-1%	.	-5%	-4%	6%	i	-4%
C#CCOCCOCCOCCNc1nc(N2CCN(C(=O)C(Cc3ccc(O)cc3)n3cc(C(N)CC(C)C)nn3)CC2)nc(N2CCN(C(=O)C(Cc3cc4ccccc4[nH]3)n3cc(C(N)Cc4ccc(O)cc4)nn3)CC2)n1 (stereo not drawn)	-2%	-19%	.	0%	-4%	?	-16%	4%
CC12CCC(C(=O)N3CCCCC3)([C@H](Br)C1=O)C2(C)C (stereo partly drawn)	-1%	-3%	-5%[15.4 µM]	12%	6%	.	1%	6%
CN(CC(=O)N1CCN(c2ccc(F)cc2)CC1)S(=O)(=O)c1ccc2c(c1)c(=O)n(C)c(=O)n2C	4%	-6%	-2%	-13%	0%	.	0%	0%
O=C1CNC(=S)N1c1nc2ccccc2s1	2%	0%	.	4%	-6%	.	-2%	7%
O=C1CC2(CCCCC2)Oc2ccc(O)cc21	-1%	-10%	-4%	-3%	-2%	2%	-5%	1%
Cc1ccc(OC(=O)c2ccc(C)c([N+](=O)[O-])c2)cn1	2%	2%	2%	1%	-4%	-3%	-13%	10%
CC(C)Sc1nc2c(cnn2-c2ccccc2)c(=O)[nH]1	-1%	1%	-2%	2%	-3%	?	-6%	-4%
O=C(c1cccc([N+](=O)[O-])c1)c1ccc2c(c1)C(=O)NC2=O	1%	4%	2%	-4%	-2%	2%	i	-1%
Cc1nn(C)cc1/C=N/NC(=O)CSc1ccccn1	9%	3%	.	9%	1%	-3%	3%	-6%

Entries of single compounds from above. Screens in order: GAA glycogen mod | GAA spleen mod | GAA inh | TRb SRC2 PPI | TR SRC2 fluor cs | L3MBTL1 inh | RECQ1 helicase | RGS12 GoLoco inh
`CN(CC(=O)N1CCN(c2ccc(F)cc2)CC1)S(=O)(=O)c1ccc2c(c1)c(=O)n(C)c(=O)n2C` as listed: 4% | -6% | -2% | -13% | 0% | . | 0% | 0%
`CC(C)Sc1nc2c(cnn2-c2ccccc2)c(=O)[nH]1` as listed: -1% | 1% | -2% | 2% | -3% | ? | -6% | -4%
`Cc1nn(C)cc1/C=N/NC(=O)CSc1ccccn1` as listed: 9% | 3% | . | 9% | 1% | -3% | 3% | -6%
`O=C1CC2(CCCCC2)Oc2ccc(O)cc21` as listed: -1% | -10% | -4% | -3% | -2% | 2% | -5% | 1%
`O=C(c1cccc([N+](=O)[O-])c1)c1ccc2c(c1)C(=O)NC2=O` as listed: 1% | 4% | 2% | -4% | -2% | 2% | i | -1%

Additional results follow.
SMILES	GAA glycogen mod	GAA spleen mod	GAA inh	TRb SRC2 PPI	TR SRC2 fluor cs	L3MBTL1 inh	RECQ1 helicase	RGS12 GoLoco inh
COC(CNC(=O)CNC(=S)N(Cc1ccccc1)Cc1cccs1)OC	-7%	8%	1%	-1%	3%	8%	-3%	4%
Cc1ccc(C)c2sc(NC(=O)c3ccc(N4C(=O)CCC4=O)cc3)nc12	-5%	11%	1%	10%	0%	5%	-8%	3%
Cc1cccnc1NC(=S)NCCc1ccccc1	-13%	11%	5%	1%	0%	-24%	i	-35%
COCc1cc(=O)[nH]c(Sc2c(-c3ccccc3)c3ccc(Cl)cc3[nH]c2=O)n1	2%	-1%	-3%	2%	4%	5%	-5%	0%
COC(=O)Cc1ccc(NC(=O)c2ccccc2Cl)cc1	-19%	6%	0%	-5%	-1%	6%	i	4%
CCN(CC)S(=O)(=O)c1ccc(OC)c(NC(=O)c2cn(CC)c3nc(C)ccc3c2=O)c1	8%	1%	-15%	-1%	4%	7%	12%	-8%
N=C1S/C(=C\c2cn[nH]c2-c2ccc(F)cc2)C(=O)N1c1ccccc1F	-1%	-5%	-22%	4%	10%	0%	-7%	4%
CCC[C@@H]1C[C@@H](C(=O)N[C@@H]([C@H]2O[C@H](SC)[C@H](O)[C@@H](O)[C@H]2O)[C@@H](C)O)N(C)C1	.	0%	.	-3%	-2%	.	i	4%
O=C(Nc1ccc2c(c1)oc1ccccc12)c1ccncc1	4%	0%	-6%	2%	-1%	-7%	-8%	7%
Cc1ccc2c(c1)cc(C)c1nnc(SCC(=O)NCc3ccco3)n12	-7%	-1%	0%	-17%	1%	-12%	-19%	2%
Cc1cc(C)n(-c2nncn2/N=C/c2ccccc2F)n1	-14%	1%	3%	-14%	0%	2%	-4%	1%
COc1cccc2sc(Nc3nnc(-c4cccs4)o3)nc12	-2%	-13%	4%	-6%	-12%	-8%	-1%	2%
CC(C)=CCC/C(C)=C/CN(CC(C)O)CC(C)O (stereo not drawn)	-4%	-9%	-3%	-12%	2%	-11%[11.4 µM]	i	4%
CC12CCC3C(CCC4CC(O)CCC43C)C1CC=C2c1ccccc1 (stereo not drawn)	.	-2%	.	5%	-2%	.	-8%	.
CN(C)S(=O)(=O)N1CCN(C(=O)c2ccccc2Cl)CC1	0%	-5%	-3%	-12%	0%	6%	-3%	-3%
C=CCc1cccc(/C=N/c2nc3ccccc3n2CC)c1O	5%	0%	4%	-3%	1%	10%	-2%	7%
COc1ccc(-c2nn(-c3ccccc3)cc2C#N)cc1	-3%	-4%	-1%	2%	0%	.	-5%	0%
CN(C)Cc1nc2c([nH]1)c(=O)n(C)c(=O)n2C	4%	-3%	-2%	-2%	-1%	4%	i	1%
CCCCC(=O)N/N=C/c1cc([N+](=O)[O-])ccc1N1CCOCC1	-1%	-5%	-14%	-11%	-1%	0%	-17%	5%
CC(C)[C@H](NC(=O)c1ccccc1)C(=O)OCC(=O)N1CC(=O)Nc2ccccc21	-1%	-6%	-3%	-4%	0%	5%	-10%	-4%
CCOC(=O)c1ccccc1NC(=S)N1CCCCC1	-1%	1%	-6%	-8%	1%	-6%	4%	9%
CCN(CC)C(=O)C12CC3CC(CC(Br)(C3)C1)C2	2%	-2%	0%	-2%	0%	.	-2%	3%
COc1cc(C(c2nnnn2C(C)(C)C)N2CCN(c3nc4ccccc4s3)CC2)ccc1O (stereo not drawn)	-2%	4%	?	-14%	-3%	-1%	i	-17%
CN1CCN(/N=C/c2ccc(Cl)c(Cl)c2)CC1	10%	-7%	-5%	-7%	?	-2%	-3%	-4%
CC(C)(C)C(=O)NC(=S)Nc1cc(C(=O)O)ccc1Cl	-22%	-10%	-8%	2%	2%	1%	i	-20%
CC1(C)CC(NC(=S)NCc2ccco2)CC(C)(C)N1	4%	-1%	3%	3%	-4%	0%[11.4 µM]	i	8%
CCOC(=O)c1cc2ccccc2nc1C	3%	-2%	0%	-13%	2%	.	i	-8%
CCC(C)NC(=O)C1CCCCN1S(=O)(=O)c1ccc(F)cc1 (stereo not drawn)	-2%	3%	-2%	-8%	-3%	.	i	2%
CCCC(c1nnnn1Cc1ccccc1)N1CCC(C(N)=O)CC1 (stereo not drawn)	-8%	3%	1%	5%	1%	8%	-2%	.
CCC(=O)Nc1c(C)nn(-c2ccc(C)c(C)c2)c1C	-2%	-1%	4%	-5%	0%	-3%	3%	18%
COC(=O)c1ccccc1NC(=O)NCCc1ccc(OC)c(OC)c1	22%	4%	-5%	6%	0%	-8%	i	2%
N[C@@]1(C(=O)O)CO[C@H]2[C@H](C(=O)O)[C@H]21	.	-1%	.	-4%	3%	.	1%	12%
Cc1ccc(-c2cc(C(=O)NCc3ccco3)no2)cc1	7%	2%	-15%	-21%	1%	-1%[11.4 µM]	i	5%
CN1/C(=C\C=C(/C#N)C(=O)Nc2ccc(Cl)cc2)C(C)(C)c2ccccc21	0%	-2%	3%	-6%	-2%	17%	7%	10%
CCNC(=S)Nc1cccc(Cl)c1C	2%	-10%	-2%	-6%	-2%	5%	-5%	-1%
Cc1cc(C(=O)Nn2c(-c3ccc(Br)cc3)nc3ccccc3c2=O)ccc1[N+](=O)[O-]	0%	-1%	-8%	-1%	-2%	0%	-7%	-12%
Cc1ccnc(NC(=O)CCCc2ccccc2)c1	8%	-4%	-1%	9%	-2%	3%	1%	-5%
Cc1ccc(CNC(=O)c2cnccn2)cc1	0%	-2%	10%	1%	1%	8%	-3%	4%
COc1ccc2[nH]c(=O)c(CN(Cc3cccs3)C(=S)NCC3CCCO3)cc2c1 (stereo not drawn)	-17%	2%	.	-3%	-3%	.	14%	15%
O=C(CSc1nnc(SCc2ccc(Cl)cc2)s1)N/N=C/c1ccc(Cl)cc1Cl	7%	6%	4%	7%	-1%	.	-4%	3%
CCC(=O)Nc1cc(C)c(NC(=O)C23CC4CC(CC(C4)C2)C3)cn1	2%	-8%	5%	-13%	1%	-1%	0%	11%
